KCNH2 3.1 inh = inhibitors of human KCNH2 3.1 potassium channel isoform; AID 720553; actives 0.95% (n = 340,000); U2OS KCNH2 3.1, thallium flux FluxOr; hits give low values; activity change, % (tested at about 1.8 µM);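 active = maximum activity change below -70%; inconclusive = maximum activity change from -70% to -50%; inactive = maximum activity change above -50%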;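 note: thallium influx rate constant from kinetic fluorescence after stimulation buffer; % is set by controls: 0 for no effect and ±100 for the full control effect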
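Kinetic fluorescence (2 min after stimulation buffer) measures Tl+ influx through KCNH2 3.1 expressed by viral transduction in U2OS cells; the rate constant is normalized against DMSO controls serving as positive and negative references.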
MLL CXXC-DNA inh = inhibitors of human MLL CXXC domain-DNA interaction. Q03164. MLL-CXXC / FITC-HOXA9 DNA fluorescence polarization. Potency, µM (top dose mostly 115 µM), for the others: at the highest dose activity change, negative = inhibition, actives largely listed as inhibitors. actives 0.037% (n = 290,000); active = well fitted inhibition curve with a large enough effect in the polarisation, with a control signal flat, not every such curve was filed as active; inconclusive = small, poorly fitted or top-dose-only effect, or effect the other way, or a change in a side signal; inactive = no such curve, though single readings can be large or run the other way; the % refers to the polarisation; note: potency is the fitted concentration of half-maximal effect
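Fluorescence polarization: 7 uM MLL-CXXC (stock) preincubated 5 min with compounds, then 50 nM fluorescein-HOX-A9 DNA (stock) added; 30 min ambient. Buffer 50 mM Tris-HCl pH 7.5, 50 mM NaCl, 1 mM DTT, 0.05% BSA.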
hERG WT inh = inhibitors of human wildtype KCNH2 potassium channel; Q12809; U2OS, BacMam KCNH2, thallium flux FluxOr; hits give low values; actives 0.37% (n = 340,000); activity change, % at 1.84 µM; AID 720551;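 active = maximum activity change below -70%; inconclusive = maximum activity change between -70% and -50%; inactive = maximum activity change above -50%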; note: % is set by controls: 0 for no effect and ±100 for the full control effect
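U2OS cells were transduced with wild-type KCNH2 virus (2.03 x 10^8 / mL) for 4 h at room temperature, then cultured overnight at 37 C. Thallium flux was read with FluxOr dye. Rate constants were normalized to DMSO controls.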
MBNL1 CUG block = inhibitors of human MBNL1 binding to CUG repeat RNA. actives 0.036% (n = 280,000). Q9NR56. TR-FRET MBNL1-His/biotin-(CUG)12 binding, 665/545 ratio. Potency, µM (top dose mostly 57.5 µM), inactives show at the top dose activity change, negative = inhibition, actives largely listed as inhibitors; active = well fitted inhibition curve with a large enough effect in the signal ratio, with a control signal flat, not every such curve was filed as active; inconclusive = small, poorly fitted or top-dose-only effect, or effect the other way, or a change in a side signal; inactive = no such curve, though single readings can be large or run the other way; the % refers to the signal ratio; note: potency is the fitted concentration of half-maximal effect; % is set by controls: 0 for no effect and ±100 for the full control effect
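Compounds (final 92 nM to 58 uM) are added to His-tagged MBNL1 and biotin-(CUG)12, then terbium anti-His antibody and streptavidin-XL665 (5 nM final). After 60 min at room temperature, the 665/545 nm ratio is read.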
A-T KAP1 phos = candidate therapy for ataxia-telangiectasia | actives 0.19% (n = 320,000) | […] A-T fibroblasts, KAP-1 phosphorylation AlphaLISA; neocarzinostatin DNA damage 30 min before lysis | Potency, µM (highest dose often 57.5 µM), without a hit: at the highest dose activation, actives largely listed as activators | AID 485349; note: potency is the fitted concentration of half-maximal effect; % of control where 0% means no effect; nearly all actives have a fitted effect of over 45% in size
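hTERT-immortalized A-T patient fibroblasts ([…]), 500 cells/well in OPTI-MEM, 1% FBS, got compounds for 60 min, then NCS for 30 min at 37C. Lysates were then assayed for phospho-KAP-1 by AlphaLISA (anti-pKAP1 donor, anti-KAP1 acceptor beads), 6 hr at 25C.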
ASM inhibitor = inhibitors of human secretory acid sphingomyelinase. placental ASM, HMU-PC fluorogenic substrate, 60 min. Potency, µM (highest dose often 57.5 µM), without a hit: at the top dose activity change, negative = inhibition, usual class: inhibitors. actives 0.006% (n = 340,000). AID 504937; note: potency is the fitted concentration of half-maximal effect
Target sequence (P17405 47-631 limits assumed): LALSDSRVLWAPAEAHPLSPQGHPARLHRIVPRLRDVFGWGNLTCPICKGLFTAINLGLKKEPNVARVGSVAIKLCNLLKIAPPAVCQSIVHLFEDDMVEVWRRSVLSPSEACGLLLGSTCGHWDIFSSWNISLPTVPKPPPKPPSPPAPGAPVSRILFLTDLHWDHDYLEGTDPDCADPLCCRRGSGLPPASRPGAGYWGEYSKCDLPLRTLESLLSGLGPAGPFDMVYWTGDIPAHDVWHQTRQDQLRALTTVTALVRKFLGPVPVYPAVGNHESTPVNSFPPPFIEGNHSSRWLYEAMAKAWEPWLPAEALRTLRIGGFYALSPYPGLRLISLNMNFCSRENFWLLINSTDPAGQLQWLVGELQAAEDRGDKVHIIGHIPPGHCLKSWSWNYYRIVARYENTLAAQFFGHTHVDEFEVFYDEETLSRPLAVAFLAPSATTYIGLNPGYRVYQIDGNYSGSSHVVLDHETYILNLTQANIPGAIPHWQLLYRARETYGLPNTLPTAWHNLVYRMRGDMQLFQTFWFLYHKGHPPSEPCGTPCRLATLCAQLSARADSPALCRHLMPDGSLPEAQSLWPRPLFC
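Human placenta-derived ASM enzyme was preincubated with compound for 10 minutes at room temperature, then given fluorogenic substrate HMU-PC0 (9 uM final) for 60 minutes at 37 °C; a pH 10 stop preceded fluorescence reading at Ex 386/Em 447 nm.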
TRPV1 ag = activates the human vanilloid receptor TRPV1; TRPV1-expressing cells, Fluo-8 calcium influx, agonist mode; actives 0.19% (n = 320,000); activation, % at 8.33 µM; Q8NER1; in the data active = activation above about 80%; inconclusive = between about 30% and that limit; note: 0% is about no effect
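Cells expressing TRPV1 were dye-loaded with Fluo-8 and read kinetically: 10 s baseline, 3 min after compound (agonist portion), then 2 min after EC20 capsaicin (allosteric enhancer portion). Calcium-bound dye fluorescence at 480/520 nm.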
GALK inhibitor = galactokinase (human) inhibition; Purified GALK, Kinase-Glo residual ATP luminescence; actives 0.007% (n = 270,000); Potency, µM (titrated, usually from 57.5 µM), inactives show at the highest dose activity change, negative = inhibition, usual class: inhibitors; note: potency is the fitted concentration of half-maximal effect; % is set by controls: 0 for no effect and ±100 for the full control effect
Target sequence (P51570 whole entry, looked up): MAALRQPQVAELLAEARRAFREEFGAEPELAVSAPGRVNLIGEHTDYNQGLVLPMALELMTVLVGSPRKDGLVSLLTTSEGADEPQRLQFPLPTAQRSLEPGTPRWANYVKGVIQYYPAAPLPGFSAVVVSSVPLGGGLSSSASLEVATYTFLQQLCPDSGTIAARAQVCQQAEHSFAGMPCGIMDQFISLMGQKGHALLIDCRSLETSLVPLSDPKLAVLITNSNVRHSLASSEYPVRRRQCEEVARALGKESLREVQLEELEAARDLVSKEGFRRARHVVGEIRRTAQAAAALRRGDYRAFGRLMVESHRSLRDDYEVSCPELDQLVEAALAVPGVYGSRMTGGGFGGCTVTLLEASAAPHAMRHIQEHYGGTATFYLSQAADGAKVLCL
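Luminescence from leftover ATP (Ultra-Glo luciferase/luciferin) served as read-out after a 1 h room-temperature reaction of 5 nM GALK with 35 uM ATP and 100 uM galactose.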
a7 integrin act = activators of alpha7 integrin expression for muscular dystrophy | alpha7betagal myoblasts, beta-gal FDG fluorescence, 48 h | Potency, µM (titrated, usually from 38.3 µM), without a hit: at the top dose activation, hits mostly activators | actives 0.064% (n = 350,000) | AID 624291;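 note: potency is the fitted concentration of half-maximal effect; 100% = response of the positive control SU9516; nearly all actives have a fitted effect of over 60% in size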
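Alpha7betagal+/- myoblasts (passage 13) were plated 16-24 hr, then exposed to compounds (1:260 dilution of DMSO stock) for 48 hours at 37C. After MPER lysis, β-galactosidase reporter activity was read as FDG fluorescence (ex 480/em 540) after 30 minutes.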
Coupling enz = coupling enzyme interference in Giardia aldolase counter-screen; activity change, negative = inhibition, % at 58.2 µM, hits read low; coupling enzyme system counterscreen, AmpLite Red fluorescence; actives 0.67% (n = 290,000); in the data active = activity change below about -30%; note: % is set by controls: 0 for no effect and ±100 for the full control effect
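Compounds tested against the coupling enzymes alone at 57.5 uM final; readout was AmpLite Red fluorescence (525/598 nm) after 20 min at RT.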
* = called active by the depositor; i = inactive; ? = inconclusive; . = not tested or not shown; [ ] = dose if it differs, or a comment. Unless noted, calls come from the whole dose curve; as a rule, active = well fitted curve in the direction sought with a large enough effect; inconclusive = small, poorly fitted or top-dose-only effect, or another doubt; inactive = no such curve, though single readings can be large; an effect the other way counts as inactive or inconclusive.

Below each SMILES – ASM inhibitor | MBNL1 CUG block | Coupling enz | KCNH2 3.1 inh | GALK inhibitor | hERG WT inh | TRPV1 ag | A-T KAP1 phos | MLL CXXC-DNA inh | a7 integrin act
- O=C(NCc1ccccc1Cl)NC(=O)c1ccccc1
 : 1% | 181%[activator] | 1 | 6 | -2% | -2 | 24 | 0% | 21% | 11%
- COc1ccc(S(=O)(=O)NCC(=O)O)cc1C(=O)NC1CCCCC1
 : 2% | . | 1 | 29 | 0% | 3 | -5 | 9% | -3% | -5%
- CCN(CC(=O)Nc1c(F)cccc1F)C(=O)/C=C/c1ccc(S(=O)(=O)N2CCCCCC2)cc1
 : -24% | . | . | 5 | . | -42 | 4 | 4% | . | -25%
- COc1ccc(CNC(=O)C2CCN(S(=O)(=O)c3cccc4cccnc34)CC2)cc1
 : . | ? | -3 | . | . | . | -1 | 19% | 6% | .
- CCOC(=O)c1ccc(CC(=O)c2oc3cc(O)ccc3c2C)o1
 : 2% | 23% | 2 | -8 | 7% | -16 | 1 | 5% | -4% | -33%
- O=C(O)c1ccccc1-c1nc(-c2ccccc2)c(-c2ccccc2)[nH]1
 : 6% | -5% | 11 | 21 | 5% | -2 | -2 | 3% | 2% | 10%
- CCOc1ccc(C(=O)NCCc2ccccc2)cc1
 : 4% | 1% | -1 | -2 | 2% | -15 | 13 | . | -11% | 15%
- CC(/C=C/c1ccccc1)=N\Nc1nc(-c2ccccc2)cs1
 : -5% | -10% | -3 | -17 | 1% | -1 | -4 | -4% | 19% | 0%
- O=C(c1ccc(S(=O)(=O)N2CCCCC2)cc1)N1CCCc2ccccc21
 : -6% | -3% | 2 | -11 | 0% | -3 | ? | 9% | 2% | 9%
- COc1ccc(Cl)cc1C(=O)NCC(C)C
 : 1% | -12% | 1 | 6 | 0% | 18 | 7 | 3% | 6% | 2%
- COc1ccccc1CN(C)C(=O)c1cc(-c2cc(OC)c(OC)c(OC)c2)nc2ccccc12
 : 2% | 14% | 0 | -2 | 1% | -9 | 20 | -1% | 7% | -61%[inhibitor]
- C[C@@]12CCC3[C@@](CCC4[C@@]3(C)CCC[C@@]4(C)C(=O)N3CCCCC3)(CC1=O)C2 (some centres not stated)
 : 0% | . | . | . | . | . | 13 | -6% | . | 34%
- CN(c1ccc(C(=O)Nc2ccc(F)cc2F)cc1)S(=O)(=O)c1ccccc1
 : -1% | 2% | . | 9 | -2% | 1 | -2 | 9% | 7% | 11%
- CCN(C(=O)C(=O)c1c[nH]c2ccccc12)c1ccccc1
 : -1% | 0% | -1 | -11 | -3% | -7 | 0 | -4% | 12% | 13%
- Cc1ccc(N2CC(C(=O)Nc3c(C)n(C)n(-c4ccccc4)c3=O)CC2=O)cc1 (configuration not stated)
 : -3% | -4% | 3 | 21 | 13% | 7 | -6 | -8% | 4% | 10%
- CCOC(=O)c1c(C)[nH]c(C(=O)COC(=O)/C=C/c2ccc(OCC#N)c(OC)c2)c1C
 : 2% | -3% | 0 | 2 | 1% | -4 | 1 | 7% | -5% | -6%
- COc1cc(NC(=O)Cn2c(=O)n(CC3CCCO3)c(=O)c3ccccc32)cc(OC)c1 (configuration not stated)
 : -1% | -2% | 3 | -10 | 0% | -7 | -1 | -2% | 1% | -26%
- NS(=O)(=O)Oc1ccccc1
 : 7% | 3% | 0 | -48 | . | -13 | -4 | -3% | -1% | -7%
- Cc1ccc(NC(=S)NCC(C)C)cc1
 : 4% | . | 2 | 4 | 0% | 4 | 15 | -5% | 2% | -12%
- CC1(C(=O)O)CCC(C(=O)Nc2ccc(S(N)(=O)=O)cc2)C1(C)C (configuration not stated)
 : -1% | -12% | -1 | -3 | 4% | -2 | -1 | -9% | -6% | -3%
- O=C(NCC1CCCO1)C1CCN(C2CCN(CCCC3CCCC3)CC2)CC1 (configuration not stated)
 : -2% | 5% | 5 | 0 | 0% | 42 | 1 | 4%[11.5 µM] | -3% | -59%[inhibitor]
- CN(c1ccccc1)S(=O)(=O)c1cccc(NC(=O)Cn2cnc3c2c(=O)n(C)c(=O)n3C)c1
 : -3% | -4% | -3 | 1 | 2% | 2 | 2 | 8% | 1% | -21%
- O=C(NCCc1ccccn1)C(F)(F)C(F)(F)C(F)(F)C(F)(F)C(F)(F)C(F)F
 : 5% | -6% | 1 | 1 | . | -3 | -5 | 4% | -2% | 1%
- CCOC(=O)CC1=C(C(=O)OCC)C(c2ccncc2)C(C#N)=C(N)O1 (configuration not stated)
 : -1% | -11% | -1 | 16 | 1% | -1 | -2 | -1% | ? | -19%
- Cc1oc(-c2ccccc2Cl)nc1CSc1nc2c(c(=O)[nH]1)CCCC2
 : 2% | 4% | 3 | 2 | -3% | -15 | -7 | 10% | -5% | 13%
- O=C(c1ccccn1)N(Cc1cc2ccccc2[nH]c1=O)C1CCCCC1
 : 0% | -2% | 1 | 11 | 0% | -13 | -1 | 1% | 2% | 26%
- O=C(Nc1ccc(OC(F)(F)F)cc1)Nc1cccc([N+](=O)[O-])c1
 : -6% | 27% | -12 | -9 | 1% | -2 | ? | 1% | ? | -67%[inhibitor]
- Cc1cc(NC(=O)CSc2nccn2-c2cccc(Cl)c2)no1
 : 0% | 0% | 2 | 2 | -3% | 5 | 3 | 5% | 11% | -23%
- CN(C(=S)NC(=O)c1ccccc1)C1CCCCC1
 : -3% | 1% | 4 | 4 | -4% | -11 | 18 | 2% | 5% | ?
- COc1ccc(CCN(C)C2CCCN(C(=O)CCSC)C2)cc1OC (configuration not stated)
 : 4% | -10% | -1 | 13 | 4% | 63 | 1 | 2% | 1% | -9%
- CCOC(=O)N1CCC(NC(=O)c2cc3c(=O)[nH]c4ccccc4c3n2C)CC1
 : 5% | 3% | 0 | -12 | -1% | 17 | 1 | -3% | -1% | 8%
- CCC(C)c1ccc(OCC(=O)Nc2ccc3[nH]c(=O)[nH]c3c2)cc1 (configuration not stated)
 : -1% | -3% | 2 | -6 | 1% | 23 | ? | -13% | 24% | 14%
- COc1ccc(S(=O)(=O)N(C)C[C@@H]2Oc3ccc(NC(=O)Nc4c(C)noc4C)cc3C(=O)N([C@H](C)CO)C[C@@H]2C)cc1
 : 0% | . | . | 7 | . | 9 | . | 0% | . | 4%
- CC(=O)C1(O)CCC2C3CCC4CC(O)CCC4(C)C3C(=O)CC21C (configuration not stated)
 : 0% | . | . | -2 | . | 7 | . | . | . | 5%
- CCOC(=O)N1CCN(C(=O)c2ccc3c(=O)n(-c4cc(OC)ccc4OC)c(=S)[nH]c3c2)CC1
 : -3% | . | -4 | -6 | 0% | -2 | -2 | -2% | 4% | -21%
- CN(C)CCNC(=O)C(=O)Nc1cc2c3c(c1)CCN3C(=O)CC2
 : -22% | 4% | -1 | 4 | 1% | -28 | 0 | 0% | 7% | 9%
- CCOC(=O)C1=C(C)N=C2SC(C)C(=O)N2C1/C=C/c1ccccc1OC (configuration not stated)
 : 2% | -3% | -1 | 5 | 0% | 3 | ? | 7% | 18% | 14%
- CCOc1cc(/C=C(/C#N)C(=O)Nc2ccc(O)cc2)cc(Br)c1O
 : -23% | ? | 8 | -7 | 0% | 2 | 24 | -6% | ? | -20%
- N#CC1(C#N)OC12CCS(=O)(=O)c1ccccc12 (configuration not stated)
 : 5% | . | . | 16 | . | 8 | . | . | . | 14%
- CCOc1ccc(/C=N/NC(=O)CN2CCCCCCC2)cc1
 : 7% | -3% | 0 | ? | 1% | 6 | -1 | -1% | 0% | 15%
- O=C1c2ccccc2[C@@H]2C[C@H](NC34CC5CC(CC(C5)C3)C4)[C@@H](O)CCN12
 : 3% | . | . | . | . | 0 | . | 8% | . | -12%
- COc1cc(C2NC(=O)NC(c3ccccc3)=C2C(C)=O)cc([N+](=O)[O-])c1O (configuration not stated)
 : 2% | ? | 5 | 4 | 4% | -7 | 2 | 4%[11.5 µM] | ? | 10%
- O=C1OC(Cc2ccncc2)C(O)=C1C1=NCCCN1 (configuration not stated)
 : 2% | . | 1 | 8 | -2% | 2 | 1 | 4% | 1% | ?
- CCOC(=O)N1CCN(Cc2cn[nH]c2-c2ccc(-c3ccccc3)cc2)CC1
 : 7% | -7% | 0 | 24 | 3% | i | -2 | 1% | 2% | 10%
- CCCCNC(=O)CSc1nnc(NC(C)=O)s1
 : 2% | -7% | 1 | 22 | 10% | -5 | -1 | 3% | -3% | -9%
- O=C(C[C@@H]1C/C=C\C[C@H](NC(=O)OCC2c3ccccc3-c3ccccc32)C(=O)OC[C@@H]2CCCN2C1=O)NCCO
 : -2% | . | . | -3 | . | -3 | . | -5% | . | 16%

This is a random part of the collection. About 2% of those tested had a hit in this group.
